Glioma ERSR ind: qHTS for Inducers of the Endoplasmic Reticulum Stress Response (ERSR) in Human Glioma: qHTS; U87-MG GRP78 promoter luciferase reporter, 16 h; Potency, µM, without a hit: top-dose activation, actives largely listed as activators; actives 0.02% (n = 420,000); also: potency is read from the fitted curve at half-maximal effect; series mostly up to about 76 µM; % of control where 0% means no effect; nearly all actives have a fitted effect of over 35% in size
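Stably transfected U87-MG glioma cells carrying a GRP78-based luciferase sensor; 16 h compound incubation. Luminescence end-point read 10 min after Bright-Glo addition at room temperature.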
LDHA block: qHTS assay for inhibitors of human lactate dehydrogenase; AID 1347041, 2019; activity change, % (values are at about 110 or 230 µM); L-lactate dehydrogenase A chain (Homo sapiens), P00338; actives 0.15% (n = 480,000); purified LDHA, NADH/diaphorase-resazurin fluorescence; stronger effect = lower value; in the data active = activity change below about -30%; inconclusive = mostly about -25% to -30%;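 also: plate controls were DMSO wells for no effect and wells without enzyme for full effect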
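Enzyme activity of human lactate dehydrogenase 5 (2 nM; 0.06 mM NADH, 0.2 mM pyruvate, 5 min, RT) is measured via a resazurin/diaphorase fluorescence readout of residual NADH.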
D1 ag: Allosteric Agonists of the Human D1 Dopamine Receptor: qHTS; HEK293 T-REx D1 cells, calcium flux, agonist mode; actives 1% (n = 360,000); D(1A) dopamine receptor (Homo sapiens), P21728; activation, % at 2 µM; in the data active = activation above about 30%; also: 0% is about no effect
Target sequence (P21728 whole entry, looked up): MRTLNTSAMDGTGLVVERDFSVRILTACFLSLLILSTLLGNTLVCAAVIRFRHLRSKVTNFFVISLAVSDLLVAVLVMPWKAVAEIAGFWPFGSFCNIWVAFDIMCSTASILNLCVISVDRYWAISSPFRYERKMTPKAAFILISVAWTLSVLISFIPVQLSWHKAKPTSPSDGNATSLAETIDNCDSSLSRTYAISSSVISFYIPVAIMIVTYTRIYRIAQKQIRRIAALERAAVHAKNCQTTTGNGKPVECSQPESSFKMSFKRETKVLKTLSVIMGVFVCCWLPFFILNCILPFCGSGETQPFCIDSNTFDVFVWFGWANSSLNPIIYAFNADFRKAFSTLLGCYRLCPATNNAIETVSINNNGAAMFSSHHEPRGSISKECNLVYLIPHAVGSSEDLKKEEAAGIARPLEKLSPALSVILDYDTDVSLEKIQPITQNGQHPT
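Agonism was scored from calcium flux recorded over 180 s (1 read/s) after pintool compound addition, following a 10-cycle baseline. Cells were inducible force-coupled HEK293 TREx D1, plated overnight at 30 C and loaded with no-wash calcium dye.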
Vif-A3F inh: qHTS for Inhibitors of Vif-A3F Interactions: qHTS; HeLa A3F-eYFP + Vif (tagged APOBEC3F with the HIV-1 protein that degrades it), YFP fluorescence increase; Potency, µM (titrated, usually from 46.1 µM), inactives show top-dose activity, negative = active; actives 0.2% (n = 390,000); AID 602313, 2012; also: potency is read from the fitted curve at half-maximal effect; % of control where 0% means no effect; nearly all actives have a fitted effect of over 65% in size
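Fluorescence increase (Ex 488/Em 500-530) after overnight compound treatment at 37 deg C flags inhibition of Vif-driven A3F-eYFP loss in stable HeLa A3F-eYFP/Vif cells seeded overnight beforehand.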
D1 PAM: Potentiators of Human D1 Dopamine Receptor: qHTS | HEK293 TREx D1 cells, calcium flux, dopamine EC20 potentiation | actives 0.036% (n = 360,000) | potentiation, % at 10 µM | D(1A) dopamine receptor (Homo sapiens), P21728; in the data active = potentiation above about 30%; also: 0% is about no effect
RXFP1 agonist: qHTS Assay for Agonists of the Relaxin Receptor RXFP1; Relaxin receptor 1 (Homo sapiens), Q9HBX9; HEK293T-RXFP1 cAMP TR-FRET, 30 min; response scale: percent of porcine relaxin response, buffer zero; Potency, µM (titrated, usually from 57.5 µM), for the others: top-dose activation, usual class: activators; actives 0.3% (n = 370,000); AID 2676, 2010; also: potency is read from the fitted curve at half-maximal effect; % is scaled to controls: 0 for no effect and ±100 for the full control effect; nearly all actives have a fitted effect of over 60% in size; many of its hits are not listed in these tables
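cAMP rise read by TR-FRET after 30 min, 37C compound exposure (up to 58 uM) in RXFP1-transfected HEK293 cells with Ro 20174 present. EC50 from Hill-equation fits, with 29 nM porcine relaxin as 100% and buffer as basal.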
D2 potentiator: HTS Assay for Positive Allosteric Modulators of the Human D2 Dopamine Receptor: Primary Screen for Potentiators; D(2) dopamine receptor (Homo sapiens), P14416; HEK293 T-REx D2, calcium flux, EC20 dopamine potentiation; potentiation, % at 10 µM; actives 0.34% (n = 340,000); AID 485347, 2010;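 active = potentiation over 3 SD above the plate norm, cut at about 30% in these data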; also: 0% is about no effect
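Tetracycline-induced HEK293 T-REx cells force-coupled to calcium signalling expressed D2; compounds were pin-added after a 10 s baseline, read kinetically 180 s, then an EC20 dopamine challenge followed with a further 180 s calcium read.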
D1 antag: Antagonist of Human D 1 Dopamine Receptor: qHTS | D(1A) dopamine receptor (Homo sapiens), P21728 | AID 504652, 2011 | activity change, negative = inhibition, % at 10 µM | actives 3.2% (n = 360,000) | HEK293 TREx D1 cells, calcium flux, dopamine EC80; stronger effect = lower value; in the data active = activity change below about -30%; also: % is scaled to controls: 0 for no effect and ±100 for the full control effect
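Tetracycline-induced HEK293 T-REx cells with force-coupled D1 receptor were loaded with a no-wash calcium dye. Compound was added after a 10 s baseline and read kinetically for 180 s; EC80 dopamine was then added and calcium flux followed another 180 s.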
Vif-APOBEC3G blk: qHTS for Inhibitors of Vif-A3G Interactions: qHTS | actives 0.076% (n = 410,000) | DNA dC->dU-editing enzyme APOBEC-3G (Homo sapiens), Q9HC16 | Potency, µM (series often up to 46.1 µM), inactives show top-dose activity, negative = active, usual class: inhibitors | HeLa A3G-eYFP + Vif (tagged APOBEC3G with the HIV-1 protein that degrades it), YFP fluorescence, overnight;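 also: potency is read from the fitted curve at half-maximal effect; % is scaled to controls: 0 for no effect and ±100 for the full control effect; nearly all actives have a fitted effect of over 60% in size; hits raise eYFP signal because A3G escapes Vif-driven loss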
Target sequence (Q9HC16 whole entry, looked up): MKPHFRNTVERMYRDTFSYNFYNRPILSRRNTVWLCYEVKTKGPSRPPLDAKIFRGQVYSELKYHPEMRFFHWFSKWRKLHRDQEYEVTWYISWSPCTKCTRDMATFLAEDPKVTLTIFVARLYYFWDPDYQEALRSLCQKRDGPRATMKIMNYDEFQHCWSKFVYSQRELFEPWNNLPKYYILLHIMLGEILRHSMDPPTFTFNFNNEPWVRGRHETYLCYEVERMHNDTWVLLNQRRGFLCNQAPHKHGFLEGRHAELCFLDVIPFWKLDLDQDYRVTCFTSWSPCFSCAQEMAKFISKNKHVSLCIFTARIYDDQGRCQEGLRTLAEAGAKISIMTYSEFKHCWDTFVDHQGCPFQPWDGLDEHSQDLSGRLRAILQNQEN
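Read-out is eYFP fluorescence (Ex 488/Em 500-530) from Vif-expressing HeLa A3G-eYFP cells; more signal means A3G escaped Vif-mediated degradation. Cells plated overnight, compound pinned in, incubated overnight at 37 deg C.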
* = called active by the depositor; ? = inconclusive; . = no result given; & = joins results of further samples. Unless noted, calls follow the shape of the dose curve; as a rule, active = well fitted curve in the direction sought with a large enough effect; inconclusive = small, poorly fitted or top-dose-only effect, or another doubt; inactive = no such curve, though single readings can be large; an effect the other way counts as inactive or inconclusive. A portion of the library; the hit share may differ from the screen's.

SMILES | Glioma ERSR ind | LDHA block | D1 ag | Vif-A3F inh | D1 PAM | RXFP1 agonist | D2 potentiator | D1 antag | Vif-APOBEC3G blk
COc1ccc(NC(=O)CC2Nc3cc(C)c(C)cc3NC2=O)c([N+](=O)[O-])c1 (centres undefined) | 0% | -9 | 2 | -25% | 3 | 0.0% | 3 | 5 | 3%
O=C(NC(=S)Nc1ncccn1)c1ccccc1Cl | 8% | -12 | 1 | 0% | 0 | -0.1% | -2 | 2 | -1%
CC1(C)Cc2c(c(-c3ccccc3)nc(N3CCCC3)c2C(N)=O)CO1 | -2% | -3 | 0 | -2% | 1 | -0.8% | 6 | 13 | 0%
Cc1ccc(OCC(=O)N/N=C/c2ccco2)cc1 | -1% | -6 | 0 | 2% | 0 | -0.8% | -9 | -2 | 2%
O=C(c1ccc(S(=O)(=O)Nc2cccc(C(F)(F)F)c2)cc1)N1CCOCC1 | 0% | 0 | 3 | -9% | 2 | 0.3% | -1 | -6 | -1%
COc1ccc(C(=O)Nc2nc3ccccc3s2)cc1OC | 4% | -3 | 4 | -4% | 1 | -3.2% | -16 | -8 | 1%
Cc1ccc(S(=O)(=O)c2ccsc2NC(=O)c2ccccc2)cc1 | -6% | -4 | . | 6% | . | . | . | . | 2%
O=C(NC1=NCCS1)c1cccc2ccccc12 | 2% | -6 | 1 | -20% | -5 | 8.5% | 1 | 3 | -4%
CC(NC(=O)C(=O)NN=C1CCCCCC1)c1ccccc1 (centres undefined) | 0% | -1 | 2 | -2% | -1 | 0.1% | -4 | 4 | -4%
CCC(=O)N1CCc2cc(CNC(=O)Nc3ccc(OC)cc3OC)ccc21 | -3% | 0 | -1 | 1% | -2 | -1.4% | 0 | -9 | -1%
CCOC(=O)c1sc2ccccc2c1S(=O)(=O)N1CCN(c2cc(C)ccc2C)CC1 | -2% | -4 | 3 | -8% | -1 | 4.7% | 5 | 25 | -3%
COc1cc(C(=O)NCc2ccc3c(c2)OCO3)c([N+](=O)[O-])cc1OC | -1% | 5 | 2 | -17% | -3 | 1.5% | 5 | 7 | -1%
Cc1ccccc1NC(=O)CSc1nnc(-c2ccccc2)n1-c1ccccc1 | -6% | -2 | 1 | -3% | -1 | 9.5% | -20 | -19 | -4%
CCO/C=C/C(=O)N(C)CCC#N | -3% | 2 | 2 | -10% | -4 | -0.6% | 11 | -2 | -1%
Cn1c(N)c(C(=O)COC(=O)/C=C/c2ccccc2F)c(=O)n(C)c1=O | -1% | -4 | . | -1% | . | . | . | . | 4%

Grouped by structure: the entries above containing four or more nitrogen atoms (3)
SMILES | Glioma ERSR ind | LDHA block | D1 ag | Vif-A3F inh | D1 PAM | RXFP1 agonist | D2 potentiator | D1 antag | Vif-APOBEC3G blk
COc1ccc(NC(=O)CC2Nc3cc(C)c(C)cc3NC2=O)c([N+](=O)[O-])c1 (centres undefined) | 0% | -9 | 2 | -25% | 3 | 0.0% | 3 | 5 | 3%
O=C(NC(=S)Nc1ncccn1)c1ccccc1Cl | 8% | -12 | 1 | 0% | 0 | -0.1% | -2 | 2 | -1%
Cc1ccccc1NC(=O)CSc1nnc(-c2ccccc2)n1-c1ccccc1 | -6% | -2 | 1 | -3% | -1 | 9.5% | -20 | -19 | -4%

New compounds follow
SMILES | Glioma ERSR ind | LDHA block | D1 ag | Vif-A3F inh | D1 PAM | RXFP1 agonist | D2 potentiator | D1 antag | Vif-APOBEC3G blk
CN(C)S(=O)(=O)c1ccc(S(=O)(=O)NCc2ccc3c(c2)OCO3)cc1 | 1% | -3 | 8 | -4% | -3 | 2.1% | -5 | -3 | 0%
COc1cccc(N2CCN(C(=O)c3cccnc3)CC2)c1 | -3% | 4 | 3 | -9% | 6 | 0.1% | 4 | -39* | 2%
CC(CCc1ccco1)N(C)S(=O)(=O)c1csc(C(N)=O)c1 (centres undefined) | 0% | 0 | 3 | 1% | 5 | 0.7% | -2 | 4 | 1%
O=C(NN1C(=O)/C(=C/c2cccs2)SC1=S)c1ccncc1 | -5% | -11 | 2 | 6% | 6 | 1.1% | 1 | 27 | -1%
C(=N\Nc1nc2ccccc2[nH]1)/c1cccs1 | 0% | -2 | 4 | -4% | -7 | 0.1% | . | -6 | 0%
C=CCC1Cc2c(cccc2[N+](=O)[O-])C(CC=C)N1 (centres undefined) | -1% | -2 | 10 | -16% | -5 | 1.9% | -13 | 0 | -7%
CCOC(=O)C1=C(C)Nc2ccccc2N/C1=N\S(=O)(=O)c1ccc(Cl)cc1 | -5% | -3 | 1 | -13% | -9 | 1.4% | -4 | -17 | -6%
CCOC(=O)C1CCCN(S(=O)(=O)c2ccc3c(c2)CCCN3C(C)=O)C1 (centres undefined) | -5% | -4 | 7 | 3% | -3 | -0.8% | -6 | -4 | -1%
N#Cc1ccc(CN2CCN(C(=O)c3cc(C4CC4)nn3-c3ccccc3)CC2)cc1 | 0% | 1&-1 | 0 | -2% | -5 | -2.3% | -10 | -8 | 7%
O=C(Nc1ccc2c(c1)OCCO2)c1coc2ccccc2c1=O | -7% | -4 | 0 | 1% | 9 | 0.0% | 3 | -1 | -1%
CCCCOC(=O)c1ccc(NC(=O)C2CCCO2)cc1 (centres undefined) | 9% | -2 | 3 | 0% | -6 | -0.7% | -4 | -1 | 1%
COc1ccc(/C=N/n2cncn2)cc1Cn1cc([N+](=O)[O-])cn1 | -1% | -5 | 2 | 9% | -16 | -0.1% | -2 | -7 | -2%
COc1cccc2cc(C(=O)C3=C(O)C(=O)N(CCN4CCOCC4)C3c3ccc(Cl)cc3)oc12 (centres undefined) | 7% | 3 | 3 | 13% | 0 | 21% | -9 | -1 | 0%
COc1cccc(CNC(=O)c2sc3ncccc3c2-n2c(C)ccc2C)c1OC | -6% | -2 | 3 | -3% | 2 | 5.9% | 14 | -7 | -4%
Cc1cc(NC(=O)COC(=O)C2CC2)ccc1Br | 4% | -1 | 1 | 9% | -1 | -1.0% | -16 | 3 | 0%
COc1cccc2sc(N3CCN(C(=O)C4COc5ccccc5O4)CC3)nc12 (centres undefined) | -2% | -2 | 1 | 0% | 3 | 1.2% | 2 | 1 | -1%
O=C(COC(=O)/C=C/c1ccccc1)NC1CCS(=O)(=O)C1 (centres undefined) | 1% | -4 | 0 | 2% | -5 | -2.7% | 2 | -26 | -1%
O=C(NCCS(=O)(=O)N1CCN(c2ccccc2)CC1)C1CC(=O)N(c2ccccc2)C1 (centres undefined) | -5%&-2% | -10&0&-13 | 0&2 | 2%&-14% | -6&-1 | -0.3%&1.3% | 13&1 | 12&-5 | 0%&5%
COCCNC(=O)CN1C(=O)CCn2nc(-c3cn(C)c4ccccc34)cc21 | -3% | -9 | 2 | 5% | 2 | -2.4% | -4 | 11 | 1%
CN1C(C(=O)Nc2ncccn2)=C(O)c2ccccc2S1(=O)=O | 1% | -3&12 | 4 | -2% | -10 | -2.0% | 12 | -17 | -8%
C/C(N)=C(/C#N)C(=O)CSc1cc(C)c2cc(C)cc(C)c2n1 | -4% | 2 | 2 | 4% | -3 | 18% | -1 | 2 | 0%
O=C(C=C1CCN(c2ncc(C(F)(F)F)cc2Cl)CC1)NNC(=O)Nc1ccccc1 | 3% | 1 | 0 | -1% | 0 | 0.8% | 8 | -1 | 4%
CN(CCC1CCOCC1)C(=O)CC1C(=O)NCCN1Cc1cccc(F)c1 (centres undefined) | -3% | 5 | 1 | 5% | 18 | 0.7% | 5 | 3 | -2%
O=C(CN1CCN(Cc2ccc(Cl)cc2)C1=O)NCCN1CCCC1 | -1% | -16 | -1 | -6% | -2 | 3.6% | 4 | 14 | 5%
CCOCC(=O)Nc1cc(C)on1 | 3% | -5 | 1 | 1% | -3 | 0.6% | . | -5 | 3%
CCOc1ccc(CNC(=O)CCc2cn(C)c3ccccc23)cc1OC | -2% | -11 | 2 | -15% | -3 | ? | 3 | 1 | 6%
COc1ccc(NS(=O)(=O)c2cc(NC(=O)CCc3ccccc3)ccc2N2CCOCC2)cc1 | -7% | 2 | . | -1% | . | . | . | . | 0%
Nc1ncnc2nc(N3CCN(C(=O)c4ccccc4)CC3)[nH]c12 | -4% | -3 | 2 | 6% | 5 | -0.2% | 4 | -2 | -1%
CCN(CC)C(=O)Cn1nc(C)c2ccccc2c1=O | -3% | -6 | 2 | -2% | -2 | -0.3% | -2 | -10 | -3%
Cc1ccc(-n2cnnn2)c2cccnc12 | -2% | -2 | 6 | -8% | -1 | 3.0% | 4 | 0 | 3%

Entries listed so far that contain an aryl thioether with sulfur outside any ring:
SMILES | Glioma ERSR ind | LDHA block | D1 ag | Vif-A3F inh | D1 PAM | RXFP1 agonist | D2 potentiator | D1 antag | Vif-APOBEC3G blk
Cc1ccccc1NC(=O)CSc1nnc(-c2ccccc2)n1-c1ccccc1 | -6% | -2 | 1 | -3% | -1 | 9.5% | -20 | -19 | -4%
C/C(N)=C(/C#N)C(=O)CSc1cc(C)c2cc(C)cc(C)c2n1 | -4% | 2 | 2 | 4% | -3 | 18% | -1 | 2 | 0%

Bioassay records as filed in PubChem BioAssay.
